CTSL1 counter: blocks F. hepatica cathepsin L1 in PFM18AAP counter-screen. 0.49% of 300,000 active. recombinant F. hepatica cathepsin L1, Z-Leu-Arg-MCA fluorescence. inhibition, % at 5.96 µM;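 active = inhibition above the mean of all tested compounds plus 3 SD, set per screening campaign, cut at about 17% in these data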;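 note: 0% = plate median of test compound wells and 100% = 1 µM Z-Phe-Ala-diazomethylketone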
PP5 inh: PP5 (human) phosphatase inhibition. inhibition, % at 6.7 µM. 0.18% of 320,000 active. P53041. purified PP5c, OMFP substrate fluorescence. AID 1987;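 active = inhibition above the campaign's mean inhibition across all tested compounds plus 3 SD, cut at about 9.5% in these data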;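 note: 0% = DMSO only and 100% = 100 µM cantharidin control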
Target sequence (P53041 whole entry, looked up): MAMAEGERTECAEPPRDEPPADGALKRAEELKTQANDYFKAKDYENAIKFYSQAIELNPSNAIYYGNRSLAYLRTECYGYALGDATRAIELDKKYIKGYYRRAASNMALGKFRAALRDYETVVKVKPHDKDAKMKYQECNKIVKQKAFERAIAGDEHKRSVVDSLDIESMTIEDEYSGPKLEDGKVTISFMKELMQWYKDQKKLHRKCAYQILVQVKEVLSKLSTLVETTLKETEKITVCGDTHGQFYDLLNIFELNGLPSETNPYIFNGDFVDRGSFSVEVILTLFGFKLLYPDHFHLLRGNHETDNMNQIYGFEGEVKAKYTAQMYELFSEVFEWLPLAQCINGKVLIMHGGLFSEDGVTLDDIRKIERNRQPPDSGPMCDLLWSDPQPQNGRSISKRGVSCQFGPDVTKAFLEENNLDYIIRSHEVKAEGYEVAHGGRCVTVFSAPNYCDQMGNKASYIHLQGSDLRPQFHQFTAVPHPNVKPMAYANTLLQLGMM
proCasp7 act: counter-screen: procaspase-7 (human) activation; AID 463210; 0.093% of 330,000 active; activation, % at 8.5 µM; recombinant procaspase-7, Ac-DEVD-pNA absorbance 405 nm; D23A/D198A/D206A triple mutant, cannot self-cleave; scale: DMSO 0, 5 µM enzyme 100;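 active = percent activation above the screen-wide mean plus 3 SD, cut at about 25% in these data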
Target sequence (P55210 whole entry D23A/D198A/D206A): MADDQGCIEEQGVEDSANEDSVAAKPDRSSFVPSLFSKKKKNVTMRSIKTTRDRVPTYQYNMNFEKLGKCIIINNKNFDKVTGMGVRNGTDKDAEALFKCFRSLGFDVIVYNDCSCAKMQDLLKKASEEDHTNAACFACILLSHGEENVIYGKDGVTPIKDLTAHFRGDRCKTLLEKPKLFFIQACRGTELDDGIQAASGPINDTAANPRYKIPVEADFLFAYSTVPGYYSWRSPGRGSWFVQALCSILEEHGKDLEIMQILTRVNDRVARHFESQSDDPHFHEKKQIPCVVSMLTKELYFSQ
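Material: Procaspase-7 triple mutant (PC-7 D3A) | Quantity: 2 µM procaspase-7 mutant as dispensed | Reagent: DEVD-pNA substrate | Times: 1 h preincubation, 2 h reaction | Technique: 405 nm absorbance of p-nitroaniline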
procasp3 activ: activators of human procaspase-3. P42574. AID 463141. recombinant procaspase-3 D3A, Ac-DEVD-pNA absorbance 405 nm. 0.11% of 330,000 active. activation, % at 8.5 µM;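 active = activation above the mean of all tested compounds plus 3 SD, cut at about 21% in these data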;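 note: 0% = DMSO alone and 100% = DMSO wells spiked with extra 5 µM PC-3 D3A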
Target sequence (P42574 whole entry D9A/D28A/D175A): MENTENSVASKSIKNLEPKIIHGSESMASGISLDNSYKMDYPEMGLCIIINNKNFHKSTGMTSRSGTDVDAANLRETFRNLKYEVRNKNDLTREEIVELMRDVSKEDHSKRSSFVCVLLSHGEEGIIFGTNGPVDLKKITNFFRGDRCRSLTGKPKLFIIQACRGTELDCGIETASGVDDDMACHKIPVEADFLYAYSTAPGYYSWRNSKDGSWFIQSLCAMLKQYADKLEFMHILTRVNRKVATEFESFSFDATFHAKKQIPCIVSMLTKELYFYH
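assay system = Procaspase-3 D3A mutant | signal = absorbance at 405 nm, 0 and 120 min | times = 1 h preincubation plus 2 h reaction at 25 °C | repeats = single replicate | read-out = % activation between DMSO and enzyme-spiked controls | medium = Zinc-free HEPES saline buffer with Triton X-100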
PP1 counter: PP1-alpha (human) inhibition in PP5 counter-screen; purified PP1alpha, OMFP fluorescence; inhibition, % at 6.7 µM; P62136; AID 2235; 0.9% of 320,000 active;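 active = inhibition above the mean inhibition of all tested compounds plus 3 SD, computed separately for each screening campaign, cut at about 15% in these data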
HCV core dimer: blocks dimerization of HCV core protein | TR-FRET GST/Flag-core106 dimerization, 1536-well | 0.33% of 300,000 active | inhibition, % at 5 µM;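 active = inhibition above the mean of all tested compounds plus 3 SD, set per screening campaign, cut at about 45% in these data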
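System: GST/Flag-tagged HCV core106 proteins. Incubation: compound-protein-antibody incubation 4 h at 22.5 °C. Technique: HTRF with 340 nm excitation, 617/671 nm emission. Medium: KF-containing HEPES buffer, pH 7.45, DTT, CHAPS, BSA. Read-out: inhibition (%) from 671 over 617 nm ratio. Also added: Eu(K)-anti-GST 90 ng/mL plus XL665-anti-Flag 1 µg/mL.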
VLA-4 inh: inhibition in a human VLA-4 binding assay; P13612; VLA-4 expressing cells, ligand binding flow cytometry; inhibition, % (about 7 µM as worked out from the volumes in the protocol); 0.2% of 330,000 active; AID 2557; in the data active = inhibition above about 50%
JMJD2C inh: human JMJD2C demethylase inhibition. Q9H3R0. GST-JMJD2C(1-420) H3K9me3 demethylation, DELFIA europium. inhibition, % at 2.35 µM. 0.069% of 330,000 active;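 active = more than half of a compound's replicate wells show inhibition beyond 50%, single wells judged on their own value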;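 note: signal counts dimethyl H3K9 product captured on neutravidin plate; 0% = median of DMSO wells and 100% = 0.3 times that DMSO median; strong numbers were not always called active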
GRK2 aptamer HTS: human GRK2 inhibition via aptamer displacement | P25098 | bead flow cytometry, FAM-aptamer displacement from GRK2 | inhibition of aptamer binding, % at 10 µM | 0.59% of 330,000 active;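 active = inhibition of aptamer binding above 40%, roughly 3 SD of noise, on plates passing a quality check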;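 note: median bead fluorescence of bound FAM aptamer so fluorescent compounds give negative values; no value below 0 was filed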
The depositor's hits bear a star; . = no result given.

Order of values: PP5 inh, GRK2 aptamer HTS, JMJD2C inh, VLA-4 inh, HCV core dimer, CTSL1 counter, PP1 counter, procasp3 activ, proCasp7 act
(1) O=C(COC(=O)C1=NN(c2ccccc2)C(=O)CC1)NCc1ccccc1Cl
  0.1, 0, 8, 6, ., ., -3, 7, 3
(2) O=C(c1ccc(F)cc1)n1ccc(-c2cnc(-c3ccccc3)s2)n1
  0.4, 2, 8, 21, -4, -3, 0, -2, 0
(3) COC(=O)c1cn(CCC#N)nc1-c1ccc2ccccc2c1
  3.6, 2, 4, 16, 1, -4, 0, 10, 4
(4) CCCN1CNC(=S)N(c2ccc(C)cc2C)C1
  1.7, 0, ., -2, 3, 7, -3, -3, 1
(5) O=C(CSc1ccccc1F)NC(=O)NCc1ccco1
  0.0, 0, 4, 0, 23, -4, 3, 1, -1
(6) COC(=O)c1cc2n(n1)CCN(Cc1cccc(OC)c1)C2=O
  0.3, 0, 5, 8, 5, -2, -2, 2, 10
(7) CCC(C)(C)C1CCc2[nH]nc(C(=O)NCCCNC(=O)OC(C)(C)C)c2C1 (configuration not stated)
  3.9, 0, -3, -9, 4, 4, 3, 2, -2
(8) O=C(COC(=O)c1c[nH]c2ccccc12)NC1CCCC1
  -2.2, 0, 1, 20, ., ., -5, 4, 14
(9) CCCNC(=O)c1ccccc1NC(=O)c1ccc(CSc2ccccc2)cc1
  3.5, 0, -2, 0, 1, 6, 0, 4, -1
(10) CCCCNC(=O)c1onc(CSc2ccc(F)c(F)c2)c1C(=O)O
  -1.6, 3, -1, 21, -17, 4, 4, 10, -3
(11) Cc1c(NC(=O)CSc2ccc(Cl)cc2)cccc1-c1nc2ncccc2o1
  3.0, 0, -2, 6, 5, 5, -2, -8, -1
(12) CSC1=NCCN1S(=O)(=O)c1ccc2ccccc2c1
  2.1, 2, -7, -5, -5, -3, -2, 6, -5
(13) COCc1cc(CN2CCCC(C(=O)Nc3cccc(-n4cnnn4)c3)C2)ccc1OC (configuration not stated)
  2.3, 0, -9, -4, -4, -1, -5, -9, 2
(14) CC(C)(C)N(Cc1ccccc1)C(=O)COC(=O)c1ccc2ccccc2n1
  ., 1, -3, -12, ., ., ., -2, 9
(15) COc1ccc(O[C@H]2C=C[C@@H](c3ccccc3)O[C@@H]2COC(=O)CC/C(C)=N/OC[C@@H](O)[C@H]2O[C@@H]3OC(C)(C)O[C@@H]3[C@H]2O)cc1
  1.9, 0, 6, 17, 1, 3, 2, 6, 0

Record cards (already shown):
Results for CCCCNC(=O)c1onc(CSc2ccc(F)c(F)c2)c1C(=O)O → PP5 inh = -1.6; GRK2 aptamer HTS = 3; JMJD2C inh = -1; VLA-4 inh = 21; HCV core dimer = -17; CTSL1 counter = 4; PP1 counter = 4; procasp3 activ = 10; proCasp7 act = -3
Results for O=C(CSc1ccccc1F)NC(=O)NCc1ccco1 → PP5 inh = 0.0; GRK2 aptamer HTS = 0; JMJD2C inh = 4; VLA-4 inh = 0; HCV core dimer = 23; CTSL1 counter = -4; PP1 counter = 3; procasp3 activ = 1; proCasp7 act = -1

Part of the list above in order of molar mass, rising.
Order of values: PP5 inh, GRK2 aptamer HTS, JMJD2C inh, VLA-4 inh, HCV core dimer, CTSL1 counter, PP1 counter, procasp3 activ, proCasp7 act
(5) O=C(CSc1ccccc1F)NC(=O)NCc1ccco1
  0.0, 0, 4, 0, 23, -4, 3, 1, -1
(2) O=C(c1ccc(F)cc1)n1ccc(-c2cnc(-c3ccccc3)s2)n1
  0.4, 2, 8, 21, -4, -3, 0, -2, 0
(15) COc1ccc(O[C@H]2C=C[C@@H](c3ccccc3)O[C@@H]2COC(=O)CC/C(C)=N/OC[C@@H](O)[C@H]2O[C@@H]3OC(C)(C)O[C@@H]3[C@H]2O)cc1
  1.9, 0, 6, 17, 1, 3, 2, 6, 0

(listing goes on)
Order of values: PP5 inh, GRK2 aptamer HTS, JMJD2C inh, VLA-4 inh, HCV core dimer, CTSL1 counter, PP1 counter, procasp3 activ, proCasp7 act
(16) COc1ccc(N/C(N)=N/c2nc(CSc3ccc(C)cc3)cc(=O)[nH]2)cc1
  -1.0, 3, 6, 2, 11, 1, -1, 2, 11
(17) Cc1cc(=O)oc2cc(NC(=O)COc3ccccc3[N+](=O)[O-])ccc12
  3.4, 0, 4, 0, ., ., -1, 2, -10
(18) CC1CCCC(C)N1C(=O)COC(=O)c1ccc(O)cc1 (configuration not stated)
  1.5, 2, -4, -39, 0, -2, -3, 1, -1
(19) O=S(=O)(c1ccc(Oc2ccc(Br)cc2)cc1)N1CCOCC1
  4.2, 5, 1, 1, 7, -1, 1, -6, 13
(20) COc1cccc(NC(=O)COC(=O)C2CC2)c1
  ., 0, 2, -8, ., ., ., -1, 5
(21) CN(CC(=O)Nc1ccccc1Cl)C(=O)COC(=O)c1ccc(Cl)nc1
  -0.9, 0, -2, -6, 2, -7, -6, 3, 2
(22) COc1cccc(NS(=O)(=O)c2ccc3c(c2)CC(=O)N3)c1
  -2.0, 0, 4, 25, ., ., -4, -1, -1
(23) COc1ccc(CNC(=O)CN2C(=O)CC(c3ccccc3)=Nc3ccccc32)cc1
  -2.4, 0, -12, 3, 2, -1, 0, 10, 0
(24) CCN(c1ccccc1)S(=O)(=O)c1ccc(C(=O)NCCCn2ccnc2)cc1
  2.9, 0, -11, -5, 4, -10, -2, 2, 10
(25) CCOc1ccc(NC(C)=O)cc1
  2.4, 0, -1, -14, -18, -2, -8, 2, 9
(26) CCOC(=O)c1ccc(-n2c(N)c(C(=O)NCc3ccco3)sc2=S)cc1
  1.0, 0, 1, 8, 5, 1, 0, -2, -20
(27) COCCn1c(=S)[nH]c2cc(C(=O)NCCc3ccccc3)ccc2c1=O
  -1.0, 1, 5, -11, -1, 1, -4, 3, 6
(28) CC(C)(C)NC(=O)CCN1CCOCC1
  1.7, 1, 2, -1, 0, -3, -2, -6, 13
(29) CC(C)(C)c1ccc(C(=O)NCc2nnc(SCC(=O)NC3CCCC3)o2)cc1
  3.6, 1, 10, -14, 6, -1, -1, 2, -2
(30) C[C@H]1CN=C(Nc2ccccc2)N1CC1CCCCCC1
  -1.2, 3, -1, 16, 2, 5, -1, 5, 6

Reprinted from the entries so far (5 entries):
Order of values: PP5 inh, GRK2 aptamer HTS, JMJD2C inh, VLA-4 inh, HCV core dimer, CTSL1 counter, PP1 counter, procasp3 activ, proCasp7 act
(26) CCOC(=O)c1ccc(-n2c(N)c(C(=O)NCc3ccco3)sc2=S)cc1
  1.0, 0, 1, 8, 5, 1, 0, -2, -20
(27) COCCn1c(=S)[nH]c2cc(C(=O)NCCc3ccccc3)ccc2c1=O
  -1.0, 1, 5, -11, -1, 1, -4, 3, 6
(28) CC(C)(C)NC(=O)CCN1CCOCC1
  1.7, 1, 2, -1, 0, -3, -2, -6, 13
(29) CC(C)(C)c1ccc(C(=O)NCc2nnc(SCC(=O)NC3CCCC3)o2)cc1
  3.6, 1, 10, -14, 6, -1, -1, 2, -2
(30) C[C@H]1CN=C(Nc2ccccc2)N1CC1CCCCCC1
  -1.2, 3, -1, 16, 2, 5, -1, 5, 6

Next compounds
Order of values: PP5 inh, GRK2 aptamer HTS, JMJD2C inh, VLA-4 inh, HCV core dimer, CTSL1 counter, PP1 counter, procasp3 activ, proCasp7 act
(31) O=C(NCc1ccc2c(c1)OCO2)c1cc(-c2ccc(Cl)cc2Cl)on1
  -0.1, 2, -1, 4, 7, 1, -1, 1, 5
(32) CCN(CC(=O)Nc1ccc(NC(C)=O)cc1)C(=O)Cc1coc2cc(C)c(C)cc12
  0.6, 0, 14, 7, 1, 2, -7, 14, -1
(33) Cc1nnc2sc(SCc3cccc(Cl)c3)nn2c1=O
  3.3, 2, 2, -1, -2, -2, -3, 3, 2
(34) COc1ccc(S(=O)(=O)N2CCOC2CNC(=O)C(=O)NCc2ccc(F)cc2)cc1OC (configuration not stated)
  1.5, 1, 0, -12, 8, 2, -1, 9, -3
(35) O=C(COC(=O)CCC(=O)c1ccc(Cl)cc1)NCc1ccco1
  0.6, 5, -5, -3, 28, -36, -2, -3, 0
(36) Nc1cc(OC(=O)c2cccs2)nn1S(=O)(=O)c1ccccc1
  2.3, 3, 13, 17, 8, -36, 15*, -21, -26
(37) O=C1NC[C@@H](c2ccccc2)OC(=O)[C@@H](Cc2ccc(F)cc2)CC/C=C/C[C@@H]1CC(=O)N(CCO)Cc1ccccc1
  ., 0, -8, 4, ., ., ., -7, 10
(38) CN(Cc1ccon1)Cc1cn(Cc2ccccc2)nc1-c1ccc2c(c1)OCO2
  5.3, 0, 69, -1, -3, 8, -3, -3, -1
(39) CCCCC(=O)NCCc1ccc(OC)cc1
  0.6, 1, -6, -1, -4, -2, -3, -3, 0
(40) COn1c(=O)c(-c2ccccc2)[n+]([O-])c2ccccc21
  -0.7, 1, 13, -4, -12, -3, 0, 7, -3
(41) CCCCn1c(N)c(N(CCOC)C(=O)CSc2nnc(-c3ccc(C(C)(C)C)cc3)n2N)c(=O)[nH]c1=O
  0.5, 0, 13, -2, -3, 11, 1, -5, 7
(42) Cc1c(C(=O)c2ccc(F)cc2F)c2ccccn2c1CCC#N
  4.3, 3, 8, -19, -18, -1, 0, -18, -34
(43) CCn1c(SCC(=O)Nc2nncs2)nnc1-c1ccco1
  0.5, 2, -10, 5, -16, 0, 1, 1, -12
(44) O=C(COc1ccc(Br)cc1)Nc1nnc(C2CC2)s1
  0.7, 1, ., 7, ., ., 4, 8, 5
(45) C/C(=N/NC(=O)CNC(=O)Cc1ccc(Cl)cc1)c1ccco1
  0.7, 4, -7, 18, -6, 15, -4, 0, 6
(46) Cc1cc(C)nc(SCC(=O)N(C)CC(=O)Nc2c(Cl)cccc2Cl)n1
  -1.4, 3, 6, -2, -9, 2, 5, 5, 5
(47) O=C(CSc1nc2[nH]c(=O)cc(O)c2s1)Nc1nccs1
  0.5, 2, 11, -16, ., ., 2, -23, -28
(48) CCOc1ccc(N2C(N)=NC(N)=NC2(C)C)cc1
  -0.4, 2, -3, 10, -1, 0, 0, 15, 0
(49) CCC(C)NS(=O)(=O)c1cccs1 (configuration not stated)
  0.6, 1, 9, 15, -1, -2, -4, -2, 2
(50) CN(CC(=O)N1CCc2ccccc21)S(=O)(=O)c1cccs1
  1.5, 0, 5, 6, 6, -6, -1, -5, -4
(51) COc1cc2c3nnc(-c4ccc(F)cc4)c-3cn(Cc3ccc(F)cc3)c2cc1OC
  8.2, 0, -3, 0, 12, -2, 3, -7, 2
(52) O=S1(=O)CCN(Cc2csc(-c3cccs3)n2)CC1
  1.5, 2, 0, -4, -8, 1, -4, -2, 1
(53) COC(=O)C(Cc1ccc(OC(=O)c2ccccc2C)cc1)N1Cc2ccccc2C1=O (configuration not stated)
  0.9, 1, 0, 6, 8, 4, 4, -5, 0
(54) CC(=O)O[C@H]1CC[C@@]2(C)C(CCC3C2CC[C@]2(C)OC(=O)CCC32)C1 (some centres not stated)
  0.4, 12, 8, 9, 1, 0, 0, 12, -2
(55) O=C(CCNC(=O)c1ccc(Cl)cc1)NN1C(=O)NC2(CCCCC2)C1=O
  -0.1, 2, 3, 19, ., ., -2, 4, 10
(56) COCC(=O)N1CCC(n2nccc2NC(=O)CCOc2ccccc2)CC1
  -0.1, 4, 12, 11, -10, 10, 1, 5, -2

High-throughput results: PubChem, several laboratories

Hits appear at their usual frequency; any-hit rate near 2.6%.
